Compound activity from PubChem BioAssay.
M5 PAM – potentiates acetylcholine response at human M5 receptor | actives 0.3% (n = 360,000) | P08912 | CHO-K1 hM5, Fluo-8 calcium, ACh EC20 PAM; 0% = ACh EC20, 100% = ACh EC100 | activation, % at 3 µM;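 active = activation above the run cutoff, the mean activation of all test compounds plus 3 SD, cut at about 18% in these data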
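Measured by: Fluo-8 calcium fluorescence; material: human M5 receptor in CHO-K1 cells; schedule: Post-acetylcholine fluorescence recording 140 s; benchmarks: low control EC20 acetylcholine (0%), high control EC100 acetylcholine (100%); read-out: Max/basal fluorescence ratio as % of EC20–EC100 ACh window; compound: single dose, 3 µM nominal final test concentration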
CHRM1 PAM – human CHRM1 positive allosteric modulation. actives 0.088% (n = 360,000). activation, % at 3 µM. CHO-K1 hM1, Fluo-8 calcium fluorescence, ACh EC20; 0% = ACh EC20, 100% = maximal ACh. AID 588819. P11229; in the data active = activation above about 19%, passing the limit was not always enough
Target sequence (P11229 whole entry, looked up): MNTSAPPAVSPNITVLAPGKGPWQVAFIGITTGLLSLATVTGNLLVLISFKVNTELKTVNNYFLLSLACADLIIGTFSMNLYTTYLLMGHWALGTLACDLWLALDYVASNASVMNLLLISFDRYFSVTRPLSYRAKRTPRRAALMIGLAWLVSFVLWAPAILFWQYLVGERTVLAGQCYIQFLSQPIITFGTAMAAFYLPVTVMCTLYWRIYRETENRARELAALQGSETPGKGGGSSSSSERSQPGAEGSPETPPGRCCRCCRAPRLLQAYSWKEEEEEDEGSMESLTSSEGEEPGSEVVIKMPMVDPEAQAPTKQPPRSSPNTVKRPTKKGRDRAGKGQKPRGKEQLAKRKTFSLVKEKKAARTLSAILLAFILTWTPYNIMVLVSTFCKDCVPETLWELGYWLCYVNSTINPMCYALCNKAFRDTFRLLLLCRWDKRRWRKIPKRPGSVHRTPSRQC
CHRM4 PAM – positive allosteric modulators of human muscarinic M4 receptor. P08173. CHO-K1 hM4/Gqi5, Fluo-8 calcium fluorescence, ACh EC20; 0% = ACh EC20, 100% = maximal ACh. activation, % at 3 µM. actives 0.4% (n = 360,000). AID 624126;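 active = activation above its plate's cutoff, the mean activation of sample wells plus 3 SD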; note: some results filed as inactive read as strong as hits
Target sequence (P08173 whole entry, looked up): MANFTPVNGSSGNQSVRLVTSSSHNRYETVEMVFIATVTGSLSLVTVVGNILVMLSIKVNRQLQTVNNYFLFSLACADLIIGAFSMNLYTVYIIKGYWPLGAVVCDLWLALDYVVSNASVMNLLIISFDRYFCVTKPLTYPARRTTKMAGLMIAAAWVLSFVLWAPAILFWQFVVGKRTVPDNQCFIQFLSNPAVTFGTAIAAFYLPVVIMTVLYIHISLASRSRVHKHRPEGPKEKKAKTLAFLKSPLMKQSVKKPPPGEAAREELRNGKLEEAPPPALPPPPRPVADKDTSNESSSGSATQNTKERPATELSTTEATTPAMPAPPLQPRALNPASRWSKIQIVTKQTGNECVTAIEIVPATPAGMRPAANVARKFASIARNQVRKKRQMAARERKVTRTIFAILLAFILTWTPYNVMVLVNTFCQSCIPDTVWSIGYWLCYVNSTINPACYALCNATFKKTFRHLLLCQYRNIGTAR
CHRM5 agonist – CHRM5 agonism in calcium assay; CHO-K1 hM5 cells, Fluo-8 calcium fluorescence; 0% DMSO wells, 100% maximal acetylcholine response; actives 0.19% (n = 360,000); P08912; activation, % at 3 µM;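 active = activation above the run's mean over test compounds plus 3 SD, cut at about 23% in these data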;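 note: signal is peak over basal fluorescence ratio across the kinetic read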
CHRM5 antagonist – antagonists of human muscarinic M5 receptor (CHRM5). CHO-hM5 cells, Fluo-8 calcium fluorescence, ACh EC80. inhibition, % at 3 µM. actives 0.59% (n = 360,000). AID 624040;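 active = inhibition above a per-plate cutoff, the mean of that plate's test compounds plus 3 SD, cut at about 27% in these data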;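 note: 0% = acetylcholine EC80 with DMSO and 100% = DMSO without agonist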
M4 antag – CHRM4 antagonism in calcium assay | AID 624125 | CHO-hM4 cells, ACh EC80, Fluo-8 calcium fluorescence | P08173 | actives 0.73% (n = 360,000) | inhibition, % at 3 µM;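 active = inhibition above its plate's cutoff, the mean inhibition of sample wells plus 3 SD, cut at about 27% in these data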;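 note: 0% = acetylcholine EC80 with DMSO and 100% = DMSO without agonist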
CRFBP-R2 block – CRF-BP/CRF-R2 complex antagonism; HEK293 CRF-R2/CRF-BP, CRF-induced calcium fluorescence; inhibition, % at 11.8 µM; actives 0.59% (n = 350,000); AID 588475;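 active = inhibition of the ligand-induced calcium signal above about 50% at the single tested concentration, limit read from the data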
CRFR2-BP ag – agonists of human CRF-binding protein/CRF-R2 receptor complex | HEK293 CRF-R2/CRF-BP, calcium dye fluorescence (FLIPR); percent of saturating CRF peptide response | activation, % at 13.2 µM | actives 0.46% (n = 350,000) | AID 588473;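 active = activation of at least 50%, plus an integration ratio under a set limit after plate pattern correction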;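 note: plate controls were neutral control wells without compound for no effect and CRF at EC100 for full effect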
M4 ag – agonists of human muscarinic M4 receptor (CHRM4). activation, % at 3 µM. P08173. CHO-K1 hM4/Gqi5, Fluo-8 calcium fluorescence; vehicle 0%, full acetylcholine response 100%. actives 0.14% (n = 360,000). AID 624127;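 active = activation above the run mean over all test wells plus 3 SD, cut at about 32% in these data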;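 note: peak over basal fluorescence ratio per well then scaled between controls; 0% = DMSO wells and 100% = acetylcholine at EC100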
The depositor's hits bear a star; · = no result given. An unsorted share of the library. About 2.6% of those tested had a hit in this group.

SMILES	M5 PAM	CHRM1 PAM	CHRM4 PAM	CHRM5 agonist	CHRM5 antagonist	M4 antag	CRFBP-R2 block	CRFR2-BP ag	M4 ag
CC(=O)Nc1ccc(NC(=O)C2CCCN(c3ncccn3)C2)cc1 (stereo not drawn)	-2	5	-4	-1	-2	-5	-7	-1.4	1
Cc1cc(C(=O)OCC(=O)NCCc2ccccc2)c(C)o1	4	10	9	0	-11	7	23	-1.5	-1
NC(=O)C1CCN(C(=O)CCNS(=O)(=O)c2cc(Br)cnc2N)CC1	-6	-1	-2	-9	16	1	-7	-4.5	1
COc1ccc2c(c1)C1(Nc3ccccc3C(=O)N1c1ccccc1)C(=O)N2 (stereo not drawn)	0	3	10	1	-5	-8	-2	-0.5	2
O=C(NCc1ccc(Cl)cc1)C1=Cc2cc(Cl)ccc2OC1	-20	-14	-12	-3	11	-12	3	3.7	4
CC(C)OCCCn1c(=N)c(C(N)=S)cc2c(=O)n3ccccc3nc21	-8	2	-6	-4	3	15	-4	12	-2
Cc1ccc(S(=O)(=O)N2CCN(C(=O)CSc3ncc(C(F)(F)F)cc3Cl)CC2)cc1	-4	1	-10	-4	-4	0	18	0.9	3
CCCc1cc(=O)oc2cc(OC(C)C(=O)NCc3ccccn3)c(Cl)cc12 (stereo not drawn)	-5	0	10	-3	-3	-22	0	0.8	-1
CC(C)(C)OC(=O)N1CCCC1C(=O)O (stereo not drawn)	6	2	-2	-1	-6	4	0	7.9	0
CCN(C(=O)CSc1nc2ccc(OC)cc2[nH]1)C1CCS(=O)(=O)C1 (stereo not drawn)	-3	4	-3	0	11	7	-3	0.9	0
COC(=O)c1ccc(OC)c(CSc2nnc(COc3ccccc3)o2)c1	-9	-4	6	-2	9	-9	3	3.1	0
C=CCn1c(N2CCN(c3ccc(OC)cc3)CC2)nc2c1c(=O)n(C)c(=O)n2C	-6	5	0	2	13	-1	-4	-1.2	8
Cc1cn(-c2ccccc2)c(C)c1/C=N\Nc1nc(N2CCOCC2)nc(N2CCOCC2)n1	-10	-12	-1	-1	10	-6	5	2.0	5
COc1ccc(-c2oc3c(c2C#CC2(O)CCCCC2)C(OC(C)=O)CCC3)cc1 (stereo not drawn)	-1	·	7	3	-8	-5	·	·	2
N#C/C(=C1\CCCN1)c1ccc2ccccc2n1	-3	3	11	-3	0	5	-1	-1.3	-1
COc1cccc(C(=O)NC2CC3CCCC(C2)N3Cc2ccc(F)cc2)c1 (stereo not drawn)	-2	-18	-1	-3	4	-16	42	-2.2	0
Cc1cccc(S(=O)(=O)c2c(N)n(/N=C/c3ccco3)c3nc4ccccc4nc23)c1	1	2	5	2	1	-10	-7	4.1	0
CC(C)c1ccc(NC(=O)C2(C)Cc3c(-c4ccccc4)ccnc3O2)cc1 (stereo not drawn)	-6	-1	-4	0	9	-7	·	·	-1
N#CCC(=O)N/N=C/c1cn(Cc2cccc3ccccc23)c2ccccc12	5	4	0	3	-3	3	-5	0.1	1
Cc1ccc(CN2Cc3cccc4c3[C@@H](CC2=O)[C@H](O)[C@H](O)C4)cc1	-3	1	4	3	9	-2	-4	-0.2	7
COC(=O)c1cc(NCc2cccs2)ccc1N1CCOCC1	0	5	-9	-1	-2	13	4	-1.8	1
O=C(NNS(=O)(=O)c1ccccc1)C1CCCCC1	6	6	2	-5	5	1	-12	0.4	0
O=C1c2ccccc2C(=O)c2[nH]cnc21	-7	8	3	-4	16	4	4	-1.6	0
O=C(/C=C/[C@H]1O[C@@H](n2cnc3c(NC(=O)c4ccccc4)ncnc32)[C@H](O)[C@@H]1O)NCCc1c[nH]c2ccccc12	8	2	4	5	7	-6	·	·	1
CCOC(=O)C(NC(=O)N(C)C)(Nc1sc(C)c(CC)c1C#N)C(F)(F)F (stereo not drawn)	-7	-4	-15	-1	5	12	10	0.5	8
CCOC(=O)c1c(NC(=O)c2cccs2)sc(C)c1C	28*	-8	19	0	5	0	0	-1.0	0
Cc1c(CC(=O)N[C@H](C(=O)O)C(C)C)c(=O)oc2cc3c(cc12)CCC(C)(C)O3	-2	7	-1	-5	4	7	2	-0.4	0
Oc1ccc(NCc2cccc(OCc3ccccc3)c2)cc1	5	-2	7	2	2	5	5	-1.0	0
CCOC(=O)C1CCCN(c2cc(C)nc3cc(-c4ccc(F)cc4)nn23)C1 (stereo not drawn)	-8	-26	3	13	-2	-11	-42	-0.3	2
Cc1ccc2cccc(OCC(=O)N3CC(C)CC(C)C3)c2n1 (stereo not drawn)	8	8	6	8	-1	-1	11	-0.2	5
Cc1cc(C)cc(N=c2c([N+](=O)[O-])nn(-c3cccc(Cl)c3)n2O)c1	-5	6	-2	-7	3	10	-22	-2.0	-3
COc1ccc(N(CC(=O)NCCC2=CCCCC2)S(=O)(=O)c2ccccc2)cc1	-2	1	3	-2	3	-8	-1	1.4	2
COc1ccccc1NC(CC(=O)c1ccccc1)C(=O)OCC(=O)c1ccc(C)c(C)c1 (stereo not drawn)	0	-1	-2	0	1	-1	14	-0.8	1
CC(C)(C)CNC(=O)C1(C)CCN1C(=O)c1ccccc1CCc1ccccc1 (stereo not drawn)	-6	1	-6	0	-2	1	·	·	2
Cc1ccc(S(=O)(=O)N2CCC(C(=O)OC(C)C(=O)N(C)c3ccccc3)CC2)cc1C (stereo not drawn)	-7	2	-3	1	15	3	1	-1.0	8
Cc1cccc(NS(=O)(=O)c2ccc(C)c(C(=O)N(C)C3CCN(C)CC3)c2)c1	-1	3	2	2	5	-4	-4	-0.3	0
Cc1noc(NS(=O)(=O)c2ccc(N/C=C\C(=O)c3cccc4ccccc34)cc2)c1C	-3	0	14	-3	-1	-6	56*	-3.6	2
Cc1cc(-c2nnc(SCC(=O)N3C(C)CCCC3C)o2)no1 (stereo not drawn)	5	7	-6	-1	-3	-4	10	-2.5	2
COc1ccc(NC(=O)COC(=O)CC2CCCCC2)cc1	0	12	-2	2	4	4	3	-1.0	0
Cc1c(OCC(F)(F)F)ccnc1CSc1nc2ccccc2[nH]1	-21	0	-4	-3	-2	-4	-15	-0.3	7
OCC[C@@H]1C[C@H](O)[C@@H](O)[C@@]2(Cc3ccccc3CO2)O1	-7	-7	2	-1	18	8	3	0.1	-1
C/C=N/N(c1ccccc1)c1ccccc1	9	4	2	0	-2	-4	-1	-4.9	0
O=C(CCCc1ccccc1)Nc1nncs1	-4	3	2	-2	-3	5	64*	-1.2	1
NCCCCCC(=O)N/N=C/c1ccc2nccnc2c1	-3	7	2	1	4	-1	4	-1.2	1
CCc1ccc(-c2cc(C)no2)cc1S(=O)(=O)N1CCN(c2ccc(F)cc2)CC1	0	12	5	-3	4	2	3	0.2	2
COc1ccc(CC(=O)Nc2ccc(-c3cn4ccccc4n3)cc2)cc1	-4	4	-7	2	-4	16	-16	-3.0	2
Cc1ccc(C(=O)N2CC(=O)Nc3ccc(F)cc3C2c2ccccc2)cc1[N+](=O)[O-] (stereo not drawn)	-3	-2	0	2	2	3	-59	-0.4	8
O=C(COC(=O)Cc1c[nH]c2ccccc12)Nc1cc(S(=O)(=O)N2CCOCC2)ccc1Cl	-1	6	-4	7	-5	-5	-1	0.7	23
CCOc1ccc(-c2nnc3ccc(SCC(=O)NCc4ccco4)nn23)cc1	-5	-7	0	1	-5	7	-3	-0.7	3
Cc1ccc(S(=O)(=O)/N=C(\c2ccc(F)cc2)n2c(C)nc3ccccc32)cc1	4	9	3	3	-4	2	0	-0.9	1
CC(=O)Nc1ccc(/C=N/N2C(=O)NC(C)(c3ccc(OC(F)F)cc3)C2=O)cc1 (stereo not drawn)	10	-1	0	10	5	17	-91	130*	10
COC(=O)c1cc(C(=O)NCc2ccc3c(c2)OCO3)cc([N+](=O)[O-])c1	0	11	1	-7	12	3	16	-1.0	3
CN(C)CCCN(Cc1cc2cc3c(cc2[nH]c1=O)OCO3)C(=S)Nc1cccc(Cl)c1	11	2	7	-2	1	3	-20	-0.8	1
O=S1(=O)CCOCCN1Cc1ccccc1	0	-1	6	0	12	-4	-4	-2.3	3
CC(C)c1onc(C(=O)NCc2ccc(Cl)cc2)c1[N+](=O)[O-]	-8	-1	-12	-4	6	5	30	-1.0	-1
O=C1C2C3C=CC(C3)C2C(=O)N1Cc1ccc(CN2C(=O)C3C4C=CC(C4)C3C2=O)cc1 (stereo not drawn)	0	-5	1	18	6	6	-20	31	8
CC(=O)Nc1ccc(NC(=O)COc2ccc(-c3ccccc3)cc2)cc1	4	4	-1	-2	-1	4	4	0.5	1
CC(Oc1ccc(Cl)cc1Cl)C(=O)NN=C1CCN(C)CC1 (stereo not drawn)	-4	7	4	0	7	2	-8	-5.0	0
O=C1OCCC1N1C(=O)c2ccccc2S1(=O)=O (stereo not drawn)	-7	7	-2	0	0	-1	4	0.9	0
Cc1ccccc1NC(=O)C1Cc2ccccc2CN1C(=O)OCc1ccccc1 (stereo not drawn)	-4	5	0	-4	3	-14	9	-6.4	1

Three of the entries above in order of the CHRM5 antagonist value, rising.
SMILES	M5 PAM	CHRM1 PAM	CHRM4 PAM	CHRM5 agonist	CHRM5 antagonist	M4 antag	CRFBP-R2 block	CRFR2-BP ag	M4 ag
CC(=O)Nc1ccc(/C=N/N2C(=O)NC(C)(c3ccc(OC(F)F)cc3)C2=O)cc1 (stereo not drawn)	10	-1	0	10	5	17	-91	130*	10
CC(C)c1onc(C(=O)NCc2ccc(Cl)cc2)c1[N+](=O)[O-]	-8	-1	-12	-4	6	5	30	-1.0	-1
CC(Oc1ccc(Cl)cc1Cl)C(=O)NN=C1CCN(C)CC1 (stereo not drawn)	-4	7	4	0	7	2	-8	-5.0	0

Back to the main list, starting 2 compounds before the break.
SMILES	M5 PAM	CHRM1 PAM	CHRM4 PAM	CHRM5 agonist	CHRM5 antagonist	M4 antag	CRFBP-R2 block	CRFR2-BP ag	M4 ag
O=C1OCCC1N1C(=O)c2ccccc2S1(=O)=O (stereo not drawn)	-7	7	-2	0	0	-1	4	0.9	0
Cc1ccccc1NC(=O)C1Cc2ccccc2CN1C(=O)OCc1ccccc1 (stereo not drawn)	-4	5	0	-4	3	-14	9	-6.4	1
CCOC(=O)C1(Cc2ccccc2C(F)(F)F)CCN(C(C)COC)CC1 (stereo not drawn)	5	-1	8	-1	12	1	-25	3.7	3
Cc1csc(N2CCCC2c2nc3cc(Cl)c(N4CCCCC4)cc3n2CCCO)n1 (stereo not drawn)	8	12	14	-2	2	-3	-3	-1.6	2
CCOC(=O)C1CCCN(C(=O)c2ccc(OC)cc2)CC1 (stereo not drawn)	-3	3	4	2	4	0	·	·	1
O=C(Nc1ccc(-c2nc3ccccc3o2)cc1)c1ccc2c(c1)OCO2	11	5	10	3	-10	-6	-31	0.2	2
Cc1cc(C)c2c(CC(=O)NNC(=O)c3ccccc3)coc2c1	-1	4	-2	-2	1	-5	-11	-1.6	2
O=[N+]([O-])c1ccc(N2CCN(S(=O)(=O)c3ccc(Cl)c(Cl)c3)CC2)cc1NCCN1CCOCC1	-2	12	3	-1	7	-3	-9	-2.5	1
CN(C)c1nc(C(=O)NN)nc(N(C)C)n1	-2	-6	-10	2	-1	5	1	-0.5	0
COc1ccc(Nc2nc(C)cc(C)c2C#N)cc1	-3	10	6	-8	3	-2	-2	-0.5	0
OCC1(Cc2ccccc2C(F)(F)F)CCN(Cc2cccc3cnccc23)CC1	-5	-31	-1	-8	-9	-6	-8	2.0	3
O=C(CSc1nc2ccccc2c(=O)n1-c1ccc(F)cc1)NC1CC1	-4	8	-2	3	-3	6	6	-1.9	0
